High-throughput results deposited in PubChem BioAssay by several laboratories.
Glyco luc inh – blocks N-linked glycosylation in D54 reporter cells | D54 ERlucT glycosylation luciferase reporter, 24 h; percent of 100 nM tunicamycin response | 0.23% of 360,000 active | reporter increase, % at 12.5 µM;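 active = mean luciferase reporter signal, scaled so untreated is 0 and the glycosylation-blocking control 100, at or above a set limit in every replicate; inconclusive = mean reaches the limit but not every replicate does; inactive = mean below the limit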;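 also: luciferase carries N-glycosylation sites so blocking glycosylation raises the light; 0% = median of neutral control wells and 100% = median of 100 nM tunicamycin wells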
Cardio protect – protects H9c2 cardiomyocytes from peroxide injury; H2O2 injury protection, ATPLite, 2 h; protection from H2O2 cell death, % at 20 µM; 0.63% of 360,000 active; AID 588492;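 active = compounds giving at least 50% protection of heart cells from peroxide-induced death in the single-dose screen, raw or plate-pattern-corrected value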;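 also: 0% = DMSO wells with peroxide and 100% = DMSO wells without peroxide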
Exocytosis inh – blocks lytic granule exocytosis; TALL-104 LAMP-1 surface exposure, flow cytometry; cells stimulated with thapsigargin and PMA; inhibition, % at 10 µM; 0.66% of 360,000 active; AID 651702;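 active = inhibition above about 55%, limit read from the data; inconclusive = no clear call, values can overlap the other calls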
ABCB6 inh 2 – human ABCB6 transporter inhibition; Q9NP58; K562-ABCB6 porphyrin accumulation, flow cytometry, 1 h; stronger effect = lower value; fluorescence ratio to DMSO, % at 10 µM; 0.19% of 360,000 active; AID 602162;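 active = fluorescence ratio to DMSO below 75%, the collection mean minus 3 SD; inconclusive = too few cells collected in the well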;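 also: signal is porphyrin accumulated inside mitochondria; 100% equals median channel fluorescence of DMSO control wells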
hiPSC survival – enhancers of human iPSC single-cell survival | hiPSC single-cell survival, ATPlite luminescence; 100% = ROCK inhibitor wells, 0% = DMSO | survival enhancement, % at 20 µM | 0.044% of 360,000 active | AID 602274; in the data active = survival enhancement above about 18%;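 also: cells exposed to compounds for 16 hours before the ATP read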
MC4R antagonist – antagonists of human melanocortin 4 receptor (MC4R); P32245; MC4R-expressing cells, MTII-stimulated cAMP, LANCE TR-FRET; inhibition, % at 6.5 µM; 0.48% of 360,000 active; AID 540295;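 active = inhibition above its plate's cutoff, the mean of tested wells on that plate plus 3 SD, cut at about 29% in these data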;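 also: 0% = Melanotan II alone and 100% = Melanotan II plus saturating MCL0020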
Target sequence (P32245 whole entry, looked up): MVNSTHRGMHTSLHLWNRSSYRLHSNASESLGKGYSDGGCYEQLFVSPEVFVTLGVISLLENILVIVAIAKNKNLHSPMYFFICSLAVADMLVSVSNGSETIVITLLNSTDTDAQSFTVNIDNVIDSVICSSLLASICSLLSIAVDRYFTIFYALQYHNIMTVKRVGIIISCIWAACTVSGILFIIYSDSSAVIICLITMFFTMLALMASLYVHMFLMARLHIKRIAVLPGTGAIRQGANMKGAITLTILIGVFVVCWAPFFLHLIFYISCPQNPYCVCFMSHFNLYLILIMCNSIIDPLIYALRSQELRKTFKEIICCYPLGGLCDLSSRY
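Material: human MC4R-expressing U2OS cells. Probe or stimulus: Melanotan II challenge. Dosing: 6.5 µM single dose. Times: 30-min compound, 1-h challenge, 1-h detection, room temperature. Technique: TR-FRET with Eu-cAMP and labeled anti-cAMP, 671 nm. Replication: singlicate.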
aDG glyco act – increases alpha dystroglycan glycosylation. AID 624168. 0.22% of 360,000 active. Pro5-aDG cells, alpha-DG glycosylation AlphaScreen (IIH6); 0% Pro5, 100% B10-LARGE cell signal. activation, % at 10 µM;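 active = activation of at least 8% versus controls, or a plate z-score of at least 8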;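 also: Pro5 are CHO cells carrying HIG-tagged alpha-DG that lacks glycosylation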
m5-HT2A agonist – agonists of mouse serotonin 5-HT2A receptor (HTR2A). P35363. CHO-K1 mHTR2A beta-arrestin complementation, luminescence; percent of 30 µM serotonin response. activation, % at 7.6 µM. 0.66% of 360,000 active. AID 624169;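 active = activation above a run cutoff, the mean activation of all tested compounds plus 3 SD, cut at about 14% in these data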;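 also: 0% = plate median of compound wells and 100% = 30 µM serotonin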
Target sequence (P35363 whole entry, looked up): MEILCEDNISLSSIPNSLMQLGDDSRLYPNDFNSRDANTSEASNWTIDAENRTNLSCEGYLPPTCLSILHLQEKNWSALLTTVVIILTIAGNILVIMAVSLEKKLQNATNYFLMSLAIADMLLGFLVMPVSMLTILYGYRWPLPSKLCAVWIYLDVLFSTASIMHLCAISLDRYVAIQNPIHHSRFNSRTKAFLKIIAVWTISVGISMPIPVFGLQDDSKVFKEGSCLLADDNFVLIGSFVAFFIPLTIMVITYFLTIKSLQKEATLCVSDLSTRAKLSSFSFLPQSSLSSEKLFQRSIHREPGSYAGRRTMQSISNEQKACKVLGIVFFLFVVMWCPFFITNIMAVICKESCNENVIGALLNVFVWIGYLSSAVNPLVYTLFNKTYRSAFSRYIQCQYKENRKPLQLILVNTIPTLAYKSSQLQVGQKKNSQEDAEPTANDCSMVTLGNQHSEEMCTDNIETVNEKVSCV
MC4R barr agon – activates human MC4R beta-arrestin recruitment; 0.98% of 360,000 active; activation, % at 8.9 µM; U2OS MC4R beta-arrestin complementation, luminescence; percent of melanotan II response, DMSO zero; P32245;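 active = activation above a per-plate cutoff, the mean activation of sample wells on that plate plus 3 SD, cut at about 8% in these data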
ABHD5-PLIN5 inh – blocks binding of human ABHD5 to perilipin-5 | Split G. princeps luciferase complementation, luminescence, 4 h | inhibition, % at 4 µM | 0.78% of 360,000 active | AID 602281;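 active = inhibition above the mean inhibition across every tested compound plus 3 SD, cut at about 22% in these data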;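 also: 0% = DMSO only wells and the 100% control is not disclosed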
The depositor's hits bear a star; ? = inconclusive; . = no result given.

Order of values: Glyco luc inh	Cardio protect	Exocytosis inh	ABCB6 inh 2	hiPSC survival	MC4R antagonist	aDG glyco act	m5-HT2A agonist	MC4R barr agon	ABHD5-PLIN5 inh
> COc1cc2c(cc1OC)C(c1ccc(Cl)cc1)CC(=O)N2 (stereo not drawn)
  -3	6	-1	99	-0.5	-1	0.2	1	-2.0	9
> CSC(=Nc1ccccc1)C1=C(O)COC1=O
  -8	0	0	98	-2.6	0	0.1	-1	0.9	9
> Cc1ccnc2nc(C(=O)Nc3nccs3)nn12
  -1	15	-1	100	6.5	4	0.2	4	-1.6	-2
> Cc1csc(SCC(=O)N2CCCC2)n1
  2	6	1	84	7.7	9	-0.1	5	0.9	-6
> CCN(CC(=O)Nc1ccc(OC)cc1)C(=O)CCS(=O)(=O)c1ccc(C)cc1
  1	-5	-1	100	-0.1	6	0.1	1	-4.0	1
> CC1CCCN(CC(=O)Nc2cccc([N+](=O)[O-])c2)C1 (stereo not drawn)
  2	5	5	99	2.2	6	-0.5	0	-2.5	-1
> CC(=O)OC(C)=O
  -1	2	-2	98	-1.8	4	0.1	1	0.0	-5
> Cc1ccccc1C(C(=O)NC1CCCCC1)N(C(=O)CNC(=O)c1ccco1)c1cccnc1 (stereo not drawn)
  1	-1	-4	98	1.5	27	0.7	2	-1.7	4
> COCCCNc1nc2ccccc2nc1NS(=O)(=O)c1ccc(F)cc1
  1	-3	-7	96	0.2	3	-0.1	7	-0.3	-3
> CN1CCc2nc3ccc(Cl)cc3c(-c3ccccc3Cl)c2C1
  0	-7	4	88	-0.8	9	0.5	-5	-1.4	0
> CCOC(=O)N1CCN(S(=O)(=O)c2ccc(OC)c(Br)c2)CC1
  1	-3	-13	107	-0.6	22	-0.1	3	1.0	-1
> Cc1ccc(-n2cc(CN(C)Cc3ncc[nH]3)c(-c3cccc(C)c3)n2)cc1
  -4	-9	8	101	0.9	16	0.6	-7	3.3	7
> O=C(Nc1ccc(F)cc1)N[C@H]1CC[C@H](CCNS(=O)(=O)c2cccc(Cl)c2)O[C@@H]1CO
  .	.	7	.	.	.	-0.2	-1	.	-7
> CC1(C)CC(=O)C(C2(O)C(=O)N(Cc3ccccc3)c3ccccc32)CO1 (stereo not drawn)
  2	3	5	102	-0.6	7	0.0	2	0.4	-10
> CN(Cc1ccsc1)C(=O)Cn1cc(Br)ccc1=O
  0	5	-11	83	0.7	-6	0.0	-2	0.0	0
> COc1ccc(C(NC(=O)c2ccccc2F)NC(=O)c2ccccc2F)cc1
  1	8	0	97	-0.6	6	-0.2	0	-1.1	-8
> Cc1c(C)n(C)c2ccc(C(=O)NCCN3CCOCC3)cc12
  2	-1	-17	94	-0.4	-2	-0.1	-2	-0.9	6
> CN1CCN(c2ncnc3c2[nH]c2ccc(F)cc23)CC1
  0	-1	3	101	0.7	10	-0.1	-2	-0.7	0
> CN(C)S(=O)(=O)c1ccc(N2CCN(S(=O)(=O)c3ccc(F)cc3)CC2)c(Cl)c1
  -5	-18	21	95	1.4	7	0.1	5	0.3	3
> O=C(NCc1cccc(C(F)(F)F)c1)C1CCCN(c2ncccn2)C1 (stereo not drawn)
  -1	-3	1	84	-2.4	3	0.1	-1	-1.6	2
> Cc1cccc(-c2cc(C(=O)N3CCCc4ccccc43)c3ccccc3n2)c1
  -6	-18	-6	95	2.1	6	-0.2	-3	-4.1	-5
> Cc1ccc(S(=O)(=O)N2CCOCC2)cc1C(=O)NC(=S)N1CC(C)OC(C)C1 (stereo not drawn)
  1	0	-3	99	0.9	8	0.2	-1	-2.6	-5
> Cc1cc(C)c(S(=O)(=O)NCCn2ccc3ccccc32)c(C)c1
  -4	-15	-4	95	1.1	11	-0.1	0	3.6	-12
> COc1ccc(S(=O)(=O)NCc2csc(C)n2)cc1
  -2	0	-1	104	-1.3	2	0.0	0	-0.3	4
> CNC(=O)C1CC(=O)N/C(=N/N=C(\C)c2cccs2)S1 (stereo not drawn)
  0	5	0	97	2.3	-3	-0.3	9	-1.6	-1
> Cc1ccc2c(cnn2C(=O)CCCC(=O)NCc2cccc(F)c2)c1
  2	-12	0	105	1.8	6	-0.1	2	0.3	4
> COc1ccc(NC(=O)N(C)C[C@H]2Oc3ccc(NC(=O)Nc4ccc(C(F)(F)F)cc4)cc3C(=O)N([C@H](C)CO)C[C@@H]2C)cc1
  2	-4	2	103	1.0	2	0.6	10	-1.4	6
> Cc1noc(C)c1COc1ccc(C(=O)N2CCN(S(=O)(=O)c3ccc(F)cc3)CC2)cc1
  -1	-3	7	101	-3.5	4	0.4	5	-1.3	3
> COC(=O)Cc1c(O)ccn(Cc2ccc(Cl)c(Cl)c2)c1=O
  1	4	1	99	1.1	-4	-0.3	3	-1.7	0
> O=C(O)/C=C/C(=O)Nc1ccccc1SC(F)(F)C(F)(F)C(F)(F)F
  -1	12	0	98	0.1	4	-0.2	-3	1.1	5

Full records from above. Values in the order: Glyco luc inh | Cardio protect | Exocytosis inh | ABCB6 inh 2 | hiPSC survival | MC4R antagonist | aDG glyco act | m5-HT2A agonist | MC4R barr agon | ABHD5-PLIN5 inh
Cc1ccc(-n2cc(CN(C)Cc3ncc[nH]3)c(-c3cccc(C)c3)n2)cc1 is listed as -4 | -9 | 8 | 101 | 0.9 | 16 | 0.6 | -7 | 3.3 | 7
Cc1cccc(-c2cc(C(=O)N3CCCc4ccccc43)c3ccccc3n2)c1 is listed as -6 | -18 | -6 | 95 | 2.1 | 6 | -0.2 | -3 | -4.1 | -5

Other compounds.
Order of values: Glyco luc inh	Cardio protect	Exocytosis inh	ABCB6 inh 2	hiPSC survival	MC4R antagonist	aDG glyco act	m5-HT2A agonist	MC4R barr agon	ABHD5-PLIN5 inh
> CCCCN(C(=O)c1oc2ccc(OCC)cc2c1C)c1c(N)n(CCCC)c(=O)[nH]c1=O
  1	1	5	93	-0.5	0	-0.1	6	0.4	-3
> COc1cccc(NCc2cc(=O)oc3cc(C)c(C(C)C)cc23)c1
  -5	-4	12	99	0.0	4	0.1	3	1.2	-1
> CC(CCc1ccccc1)OS(N)(=O)=O (stereo not drawn)
  1	2	6	85	-1.3	7	0.0	0	0.3	4
> CCN(C(=O)COC(=O)c1cnc(C)cn1)C1CCS(=O)(=O)C1 (stereo not drawn)
  1	-1	-2	97	-0.1	2	-0.1	5	2.3	6
> CCn1nc(C)cc1C(=O)n1nc(C)c(Sc2ncccn2)c1C
  1	-4	0	91	0.4	1	-0.1	4	-0.3	-4
> CCOC(=O)CNc1c(-c2ccccc2)nc2ccc(Cl)cn12
  -1	-11	-1	98	-2.8	0	0.0	-1	-0.4	-6
> CSCC[C@H](NC(=O)N1CCn2c1nc1ccccc12)C(=O)NCc1ccccc1
  2	-2	-1	93	0.6	1	-0.2	-2	-2.6	-1
> COC(=O)c1c(C)nn(-c2ccc(F)c(Cl)c2)c1-c1cc(C)on1
  -1	0	-1	93	-0.7	4	0.2	3	0.7	2
> Cc1ccccc1-c1nnc(Cc2ccccc2)o1
  -5	4	-1	101	-0.8	2	-0.1	0	2.3	1
> CCCCOC(=O)C(C#N)c1nc2ccccc2nc1N1CCN(Cc2ccc3c(c2)OCO3)CC1 (stereo not drawn)
  1	-11	-1	108	2.2	4	-0.8	4	1.2	15
> O=C(NC(=S)N(CCO)Cc1ccccc1)c1cc(Br)ccc1Cl
  -3	6	-2	96	0.7	5	0.2	-4	-0.6	1
> CCN(C[C@H]1N[C@@](CC)(C(=O)OC)[C@H]2C(=O)N(C)C(=O)[C@@H]12)S(=O)(=O)c1ccc(F)cc1
  1	13	1	96	0.8	5	-0.2	3	0.4	1
> COc1ccc(C(C)(O)c2nc(-c3cccc(C#N)c3)cs2)cc1 (stereo not drawn)
  3	-10	2	96	5.1	6	0.2	0	1.0	-2
> COc1ccc(OCCOC(=O)CNC(=O)c2ccc(C)cc2)cc1
  0	-6	-2	102	0.0	-3	0.0	0	-0.6	4
> Cc1nc2ccccn2c1/C(O)=C1\C(=O)C(=O)N(CCN2CCOCC2)C1c1ccncc1 (stereo not drawn)
  0	-1	-1	97	-0.8	-10	-0.1	-4	-2.0	-6
> CC(C)(C)NC(=O)c1ccc(Cn2cc(C(F)(F)F)ccc2=O)cc1
  -1	10	-10	96	-1.3	11	-0.3	-2	-1.1	-7
> CCN(C(=O)CCN1C(=O)S/C(=C\c2ccccc2)C1=O)C1CCS(=O)(=O)C1 (stereo not drawn)
  2	2	3	92	0.0	-1	0.4	7	-0.5	-6
> COc1ccc(CC(=O)N(Cc2ccccc2)c2ccccc2)cc1S(=O)(=O)N1CCOCC1
  0	69*	8	96	0.1	12	-0.3	-5	-3.1	8
> CC(C)(C)NC(=O)C(c1ccc(F)cc1)N(Cc1ccco1)C(=O)CCC(=O)Nc1nccs1 (stereo not drawn)
  1	3	10	85	0.2	2	-0.1	0	-0.3	-6
> O=C(O)c1cccnc1C(=O)O
  2	0	10	101	0.1	1	-0.4	6	-0.8	0
> Cc1cc(C)n(CC(=O)NN)n1
  -1	10	-2	95	-0.2	5	0.1	6	0.4	6
> Cc1ccc2nc(SCC(=O)N3c4ccccc4CC3C)c(C)cc2c1 (stereo not drawn)
  0	-28	2	92	2.1	-3	0.0	-2	-0.4	4
> CCOC(=O)N1CCC(=NNC(=O)COc2cccc(C)c2)CC1
  2	11	?	98	2.2	-1	-0.1	-2	-1.4	3
> Cc1ccc(NC(=O)c2cccc(NC3=NC4CS(=O)(=O)CC4S3)c2)cc1C (stereo not drawn)
  2	8	2	99	-1.1	2	-0.1	-4	-0.9	-3
> CCCS(=O)(=O)NC(=O)C1(C)CCN(C(=O)COCc2ccccc2)C1 (stereo not drawn)
  0	1	10	98	3.5	6	0.2	11	0.9	-2

Random draw from the library; any-hit rate near 4.5%.
